High-throughput results deposited in PubChem by The Scripps Research Institute Molecular Screening Center.
DDE Tn6 FP inh: inhibitors of Tn6 peptide binding to fibrin DD(E), primary screen, biochemical, fluorescence polarization, human fibrin, Tn6 probe; Fibrin DD(E) TRITC-Tn6 fluorescence polarization displacement; 370,000 tested, 0.21% active; Fibrinogen beta chain (Homo sapiens), P02675; inhibition, % at 8.3 µM;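 active means inhibition above a per-campaign cutoff: mean of compounds within control limits plus 3 SD, cut at about 15% in these data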;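 further: 0% = median of all compound wells on the plate and 100% = blocking peptide control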
Target sequence (P02675 whole entry, looked up): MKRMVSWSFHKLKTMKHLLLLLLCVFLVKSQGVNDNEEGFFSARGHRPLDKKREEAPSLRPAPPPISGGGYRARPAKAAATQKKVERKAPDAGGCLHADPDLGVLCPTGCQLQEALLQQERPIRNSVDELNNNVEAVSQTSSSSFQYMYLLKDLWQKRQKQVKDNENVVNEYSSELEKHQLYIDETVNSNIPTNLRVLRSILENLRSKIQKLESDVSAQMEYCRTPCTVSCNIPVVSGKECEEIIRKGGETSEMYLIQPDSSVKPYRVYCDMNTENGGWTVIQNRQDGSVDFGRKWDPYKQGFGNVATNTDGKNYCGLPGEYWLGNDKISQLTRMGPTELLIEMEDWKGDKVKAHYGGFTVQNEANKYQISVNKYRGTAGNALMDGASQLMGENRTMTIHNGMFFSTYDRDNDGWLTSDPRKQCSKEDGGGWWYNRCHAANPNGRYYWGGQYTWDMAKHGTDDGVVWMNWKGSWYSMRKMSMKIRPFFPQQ
SIAE primary: human SIAE inhibitors, primary screen, biochemical, fluorescence polarization, FP-Rh probe, 1536-well HTS; SIAE FP-Rh probe binding; inhibition, % at 9.66 µM; 370,000 tested, 0.69% active; AID 1053197, 2014;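 active means inhibition above a cutoff: mean of compounds within the control limits plus 3 SD of those, cut at about 17% in these data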;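 further: 0% = plate median of compound wells and 100% = probe without SIAE protein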
KLK7 zymogen act: proKLK7 zymogen activators, primary screen, biochemical, fluorescence intensity; Kallikrein-7 (Homo sapiens), P49862; purified proKLK7, EDANS-DABCYL substrate fluorescence; 100% is mature enzyme control, 0% vehicle; activation, % at 7 µM; 370,000 tested, 0.9% active; AID 652039, 2013;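 active means activation above the mean of all tested compounds plus 3 SD, computed per campaign excluding outliers beyond control limits, cut at about 13% in these data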
MBD2 inh: inhibitors of MBD2 binding to methylated DNA, primary screen, biochemical, TR-FRET, DNA-binding domain, human; AID 686964, 2013; inhibition, % at 4.4 µM; Methyl-CpG-binding domain protein 2 (Homo sapiens), Q9UBB5; MBD2 binding to methylated oligonucleotide; 370,000 tested, 0.31% active; in the data active means inhibition above about 13%
UHRF1 binding: UHRF1 methylated DNA binding inhibitors, primary screen, counter-screen for MBD2 inhibitor project, biochemical, TR-FRET, human UHRF1, single concentration. UHRF1 binding to methylated oligo. inhibition, % at 4.4 µM. 370,000 tested, 0.75% active; in the data active means inhibition above about 21%;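 further: UHRF1 SRA domain binding a hemimethylated CpG hairpin DNA probe; 0% = median of test compound wells and 100% = reference inhibitor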
LEDGF integ inh: blockers of LEDGF/p75-dependent integrase strand transfer – biochemical, TR-FRET, high throughput, primary screen | HIV-1 integrase (with human LEDGF/p75) | TR-FRET IN-LEDGF/p75 DNA integration, Eu/Cy5 | inhibition, % at 3.7 µM | 370,000 tested, 0.64% active | AID 743269, 2014;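 active means inhibition above the screen-wide mean plus 3 SD, cut at about 13% in these data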;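 further: signal is the Cy5 over europium emission ratio at 671 and 618 nm; 0% = plate median of compound wells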
DDE Tn7 FP inh: inhibitors of Tn7 peptide binding to fibrin DD(E), primary screen, biochemical, fluorescence polarization, human fibrin, Tn7 probe | FP displacement of FITC-Tn7 peptide from fibrin DD(E); 0% = median of compound wells per plate | Fibrinogen beta chain (Homo sapiens), P02675 | inhibition, % at 8.3 µM | 370,000 tested, 0.13% active;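 active means inhibition above the mean of compounds falling within the control limits plus 3 SD of them, cut at about 14% in these data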;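 further: 0% = plate median of compound wells and 100% = 10 µM Aha-Tn7 peptide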
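Measure: % inhibition scaled between sample-field median and high-control FP; Test system: human fibrin DD(E); Quantity: 2 µM final DD(E) protein; Doses: one dose, 8.3 µM nominal; Schedule: compound with protein 10 min, then 3 h after probe, room temperature; Detection: fluorescence polarization; Medium: Tris buffer with calcium and detergent, pH 7.8.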
TCR CD3 inh: inhibitors of human TCR-CD3 interaction, primary screen, biochemical, fluorescence, TAMRA-labeled TCR probe. inhibition, % at 9.4 µM. 360,000 tested, 0.37% active. AID 651800, 2012. T-cell receptor (TCR); in the data active means inhibition above about 19%;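 further: recombinant mutant TCR 2C K166C tagged with TAMRA read by polarization; 0% = receptor in buffer alone and 100% = receptor with positive control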
PRMT1 FP inh: PRMT1 methyltransferase inhibitors, primary screen, biochemical, fluorescence polarization | Protein arginine N-methyltransferase 1 (Homo sapiens), Q99873 | recombinant PRMT1, activity-based probe fluorescence polarization | inhibition, % at 2.79 µM | 370,000 tested, 1.3% active | AID 652257, 2013;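 active means inhibition above about 21% made by adding two undisclosed values, limit read from the data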
TDP2 inh: human TDP2 enzyme inhibitors, primary screen, biochemical, epi absorbance, recombinant enzyme. AID 720702, 2013. 370,000 tested, 0.34% active. Tyrosyl-DNA phosphodiesterase 2 (Homo sapiens), O95551. T5PNP hydrolysis, p-nitrophenol absorbance 415 nm. inhibition, % at 12.8 µM;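 active means inhibition above the mean of all tested compounds plus 3 SD, set per campaign, cut at about 25% in these data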;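 further: 0% = DMSO with enzyme and 100% = buffer with substrate but no TDP2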
Target sequence (O95551 whole entry, looked up): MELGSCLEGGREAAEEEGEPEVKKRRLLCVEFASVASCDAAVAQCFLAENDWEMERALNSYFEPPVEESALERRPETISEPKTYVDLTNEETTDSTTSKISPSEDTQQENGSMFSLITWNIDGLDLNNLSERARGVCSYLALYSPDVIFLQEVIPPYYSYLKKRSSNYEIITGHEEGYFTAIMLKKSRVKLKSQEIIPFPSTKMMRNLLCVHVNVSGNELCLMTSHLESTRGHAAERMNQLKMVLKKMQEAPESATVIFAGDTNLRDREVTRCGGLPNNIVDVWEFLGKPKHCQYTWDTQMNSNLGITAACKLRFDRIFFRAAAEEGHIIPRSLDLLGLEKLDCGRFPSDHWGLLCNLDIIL
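Material: recombinant human TDP2; quantity: TDP2 enzyme at 120 nM final; medium: Tris-HCl pH 7.5 with MgCl2; compound: single concentration, 12.8 µM nominal, with 1% DMSO; incubation: 2 h enzyme incubation at 37 °C; signal: epi absorbance; measure: percent inhibition; benchmarks: high control without enzyme, low control DMSO plus TDP2; repeats: singlicate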
The depositor's hits bear a star.

SMILES	DDE Tn6 FP inh	SIAE primary	KLK7 zymogen act	MBD2 inh	UHRF1 binding	LEDGF integ inh	DDE Tn7 FP inh	TCR CD3 inh	PRMT1 FP inh	TDP2 inh
Cc1c(C(=O)O)sc(S(=O)(=O)N2CCN(C(=O)CCc3ccccc3)CC2)c1C(=O)O	9	6	-0.4	-1	2	-7	6	-6	4	-5
CC(=O)c1cccc(OCC(O)CNCC2COc3ccccc3O2)c1 (stereo unspecified)	-1	-3	0.3	1	0	4	-9	10	-3	2
CSc1sc(C(=O)O)c(C)c1C(C)=O	-5	6	-0.2	-4	1	-1	-8	4	1	0
CCCCN(C(=O)c1cccc(S(=O)(=O)N2CCCCC2)c1)C1CCS(=O)(=O)C1 (stereo unspecified)	0	3	0.6	0	1	4	-4	-3	-3	4
Cn1c(CNc2nc3ccccc3n2C)nc2ccccc21	-5	-9	-0.3	-1	1	1	-5	-2	-3	-13
COc1ccc([N+](=O)[O-])cc1NC(=O)CN(C)S(=O)(=O)c1ccccc1	-11	2	-0.2	1	-1	0	1	12	-1	1
COc1cc(/C=N/Nc2nc(C)cc(C)n2)ccc1O	-2	11	0.1	0	0	-4	0	-6	-1	0
CC(=O)c1ccc(-c2ccc(C(=O)N3CCCc4ccccc43)o2)cc1	-1	-2	0.5	-3	-2	2	3	3	-1	3
CCN1CCN(Cc2c(O)ccc3c(=O)c(-c4ccccc4OC)coc23)CC1	5	4	50*	-1	0	-2	-3	6	-2	6
CC(Oc1ccccc1)C(=O)NC1CCSc2ccccc21 (stereo unspecified)	-1	4	-0.6	-6	0	-1	-8	5	0	-5
CCN1CCN(S(=O)(=O)c2ccc(Cl)c(C(=O)Oc3ccc(CC(=O)OC)cc3)c2)CC1	-1	1	0.3	1	-2	1	0	12	-1	-4
CC(=O)Nc1cccc(O)c1	-3	1	0.3	5	2	-5	0	-3	5	6
O=C(COc1ccccc1F)NC1CC1	6	0	-0.4	-1	4	0	2	-3	-1	-6
CC(=O)NCc1ccc2[nH]c(C)cc2c1	-5	5	1.1	-12	-11	-1	1	9	4	8
CC(=O)NC(CCS(C)(=O)=O)C(=O)Nc1ccc2c(c1)OCO2 (stereo unspecified)	-4	1	0.7	0	-2	0	-15	4	1	3
Clc1ccc(-c2cnc(Oc3ccccc3)nc2)cc1	0	9	0.2	-2	-1	-1	5	-4	-1	1
O=S1(=O)[C@H]2C[C@@H]3C=C[C@]2(CN1Cc1ccc(C(F)(F)F)cc1)O3	0	0	0.1	0	-1	0	-6	4	-2	5
COc1ccc(C(=O)C2CCCN(Cc3cc(C)c(O)c(C)c3)C2)c(OC)c1 (stereo unspecified)	-1	1	-0.1	3	5	-1	4	-9	-1	1
C[C@@H]1CCC(=O)N(CC[C@H](N=[N+]=[N-])c2ccccc2)CC1	-4	-6	-0.3	4	4	-2	-12	-8	-3	-20
Cc1cc(/C=N/NC(N)=S)c(C)n1-c1ccc(Cl)c(Cl)c1	-4	9	-0.4	-1	-6	-1	-4	4	6	3
CCOC(=O)c1ccc(-n2ncc(C(=O)OCC)c2N)cc1	0	0	0.6	5	-1	-1	0	2	-1	-7
COc1cccc(NC(=O)CCCN2C(=O)C3CC=CCC3C2=O)c1 (stereo unspecified)	1	-5	-0.8	-2	0	-1	-7	3	-2	-6
Cc1ccccc1Cn1nnc(-c2ccc(F)cc2)n1	-3	-4	1.2	1	2	-8	7	1	3	5
Cc1cn(C2CCCCC2)c(=O)n(-c2ccccc2)c1=O	-5	-2	-0.7	-8	2	-3	-8	3	-5	-13
CCOc1ccc(OCc2cccc(C(=O)O)c2)cc1	0	-3	-0.9	4	1	-1	0	5	-3	-1
CN(Cc1nccs1)C(=O)c1ccc(OC2CCN(CCc3ccccc3)CC2)cc1	-8	-1	0.8	-4	-2	3	2	-3	-4	2
C=CCN(c1ccccc1)S(=O)(=O)c1cccc(C(=O)N2CCN(c3ncccn3)CC2)c1	1	-5	0.0	2	-2	1	-8	4	1	-2
CN(CCCN1CCOCC1)Cc1nc(-c2ccccc2)no1	-7	1	0.4	5	4	4	-9	-3	-3	-12
O=C(c1ccc2nc(N3CCCCC3)sc2c1)N1CCN(c2ccccn2)CC1	-1	0	-0.3	-3	0	-4	4	4	-1	2
O=C(COC(=O)c1ccc(S(=O)(=O)N2CCCCC2)cc1)Nc1ccccc1	2	-13	0.2	2	-2	0	-8	4	-3	1
CCCCCN(C(=O)CCC(=O)OC(C)C(=O)Nc1cccc(C#N)c1)c1c(N)n(CCCC)c(=O)[nH]c1=O (stereo unspecified)	-3	5	-0.7	-2	0	5	1	3	-2	7
O=C(CCC(=O)OCC(=O)c1ccc(Br)cc1)Nc1cccc2cccnc12	-6	-5	0.2	3	3	1	4	-8	5	-11
CC1CCCCC1NC(=O)/C(C#N)=C/C=C/c1ccccc1[N+](=O)[O-] (stereo unspecified)	4	17*	0.7	-1	-3	3	-8	-4	-1	0
CCNC(=O)C1(C)CCCN(CC(=O)c2ccccc2OC)C1 (stereo unspecified)	-9	4	0.2	-7	-2	2	-2	3	0	-11
CCOC(=O)c1c(-c2cccs2)csc1NC(=O)CN(CC)CC	-2	4	0.5	0	2	-2	-3	-1	-4	-16
Cc1cc(C)c(NC(=O)CNC(=O)COC(=O)CN2C(=O)NC3(CCCC3)C2=O)c(C)c1	-1	-9	-0.3	-6	0	3	6	3	-4	-1
Cc1cccc2nc(-c3cccnc3)c(Nc3ccccc3)n12	14	3	-0.4	4	0	-4	2	-2	3	-4
O=C1CCc2cc(NS(=O)(=O)c3ccc([N+](=O)[O-])cc3)cc3c2N1CC3	3	2	-0.4	7	2	-3	8	1	4	-9
O=C1c2ccccc2CN1Cc1ccccc1	-7	-2	0.4	-5	-2	-1	-5	8	-4	12
CN(C)S(=O)(=O)c1cccc(NC(=O)CCCC2CCCCC2)c1	-2	-9	0.4	-1	1	0	-2	4	-1	-15
O=C(c1ccc(OC2CCN(Cc3ccccn3)CC2)cc1)N1CCC[C@H]1CO	4	6	-1.0	-1	1	-2	-4	-4	1	11
O=C1CCCc2nn(-c3ccccc3)c(-c3ccncc3)c21	-6	3	-0.5	13	10	4	2	1	1	0
CCOC(=O)C1CCN(Cc2ccc(Cl)c(Cl)c2)CC1	-3	4	0.5	1	2	0	4	7	-3	15
Cc1cc(=O)n(C)c(=O)n1CCCCCN1CCCC1	-1	3	-0.3	0	4	-2	-4	0	2	-4
CN1CCN(C(=O)C(=O)c2cn(CC(=O)N3CCCC3)c3ccccc23)CC1	6	2	-0.2	2	-2	-5	-2	-4	1	0
CC(=O)c1cccc(CN2CCC(CO)(CCOc3ccccc3)CC2)c1	-2	7	0.9	2	0	4	-5	9	-2	8
CC[C@]12c3[nH]c4ccc(OC)cc4c3CCN1C(=O)C(CC(=O)NCCN1CCOCC1)C[C@@H]2C(=O)N1CCN(C(=O)C2CC2)CC1 (stereo partly specified)	2	3	0.4	3	0	-4	2	1	1	-4
O=c1c2ccccc2nc(-c2ccco2)n1-c1nc2ccccc2s1	0	-2	1.1	0	2	0	0	2	-4	3
Cc1ccc(CN2CCC[C@]3(N[C@H](c4ccc(C(F)(F)F)cc4)[C@@H]4C(=O)N(Cc5ccccc5)C(=O)[C@@H]43)C2=O)cc1	0	-3	1.2	-5	1	-11	7	1	6	-2
COc1ccc(/C=C/C(=O)OCC(=O)N2CC(=O)Nc3ccccc32)cc1	3	-2	0.7	-3	-5	5	-8	-5	-4	0

12 compounds from above, ordered by SMILES length, low to high:
SMILES	DDE Tn6 FP inh	SIAE primary	KLK7 zymogen act	MBD2 inh	UHRF1 binding	LEDGF integ inh	DDE Tn7 FP inh	TCR CD3 inh	PRMT1 FP inh	TDP2 inh
CSc1sc(C(=O)O)c(C)c1C(C)=O	-5	6	-0.2	-4	1	-1	-8	4	1	0
CC(=O)NCc1ccc2[nH]c(C)cc2c1	-5	5	1.1	-12	-11	-1	1	9	4	8
Cn1c(CNc2nc3ccccc3n2C)nc2ccccc21	-5	-9	-0.3	-1	1	1	-5	-2	-3	-13
CC(Oc1ccccc1)C(=O)NC1CCSc2ccccc21 (stereo unspecified)	-1	4	-0.6	-6	0	-1	-8	5	0	-5
CCOC(=O)C1CCN(Cc2ccc(Cl)c(Cl)c2)CC1	-3	4	0.5	1	2	0	4	7	-3	15
CCNC(=O)C1(C)CCCN(CC(=O)c2ccccc2OC)C1 (stereo unspecified)	-9	4	0.2	-7	-2	2	-2	3	0	-11
CCOC(=O)c1c(-c2cccs2)csc1NC(=O)CN(CC)CC	-2	4	0.5	0	2	-2	-3	-1	-4	-16
O=c1c2ccccc2nc(-c2ccco2)n1-c1nc2ccccc2s1	0	-2	1.1	0	2	0	0	2	-4	3
CC(=O)NC(CCS(C)(=O)=O)C(=O)Nc1ccc2c(c1)OCO2 (stereo unspecified)	-4	1	0.7	0	-2	0	-15	4	1	3
COc1ccc(C(=O)C2CCCN(Cc3cc(C)c(O)c(C)c3)C2)c(OC)c1 (stereo unspecified)	-1	1	-0.1	3	5	-1	4	-9	-1	1
CCCCN(C(=O)c1cccc(S(=O)(=O)N2CCCCC2)c1)C1CCS(=O)(=O)C1 (stereo unspecified)	0	3	0.6	0	1	4	-4	-3	-3	4
Cc1ccc(CN2CCC[C@]3(N[C@H](c4ccc(C(F)(F)F)cc4)[C@@H]4C(=O)N(Cc5ccccc5)C(=O)[C@@H]43)C2=O)cc1	0	-3	1.2	-5	1	-11	7	1	6	-2
